Assay outcomes: PubChem, National Center for Advancing Translational Sciences (NCATS)
S-ASM inh: human S-ASM enzyme inhibition. placental ASM, HMU-PC fluorogenic substrate, 60 min. Potency, µM (top dose mostly 57.5 µM), without a hit: top-dose activity change, negative = inhibition, usual class: inhibitors. hit rate 0.006% among 340,000; note: potency is the fitted concentration of half-maximal effect
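Fluorescence read-out (Ex 386 nm, Em 447 nm) after stopping the reaction at pH 10. Enzyme: ASM from human placenta; substrate HMU-PC0, 9 uM final; 60 min, 37 °C. Compound preincubation 10 min, ambient temperature.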
p53 reactivation: restores transcriptional activity of mutant p53. H1299 p53-A138V BP100-luciferase reporter, luminescence, 24 h. Potency, µM (series often up to 92.2 µM), inactives show top-dose activity change, positive = activation, hits mostly activators. hit rate 0.063% among 320,000; note: potency is the fitted concentration of half-maximal effect; % of control where 0% means no effect; nearly all actives have a fitted effect of over 45% in size
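p53-null H1299 cells stably carrying temperature-sensitive p53-A138V and a BP100-luciferase reporter were pinned with compounds (4-point, 1:5 series) and held 24 hrs at 37 deg C. Luminescence was read 10 min after detection reagent.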
USP2a inh: blocks human ubiquitin-specific protease USP2a; USP2 core, Ub-CHOP2 coupled fluorogenic reporter, 485/531; Potency, µM (top dose mostly 38.3 µM), for the others: at the top dose activity change, negative = inhibition, hits mostly inhibitors; hit rate 0.01% among 330,000;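 note: potency is the fitted concentration of half-maximal effect; plate controls were DMSO wells for no effect and full inhibition by NEM control for full effect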
Target sequence (O75604 whole entry, looked up): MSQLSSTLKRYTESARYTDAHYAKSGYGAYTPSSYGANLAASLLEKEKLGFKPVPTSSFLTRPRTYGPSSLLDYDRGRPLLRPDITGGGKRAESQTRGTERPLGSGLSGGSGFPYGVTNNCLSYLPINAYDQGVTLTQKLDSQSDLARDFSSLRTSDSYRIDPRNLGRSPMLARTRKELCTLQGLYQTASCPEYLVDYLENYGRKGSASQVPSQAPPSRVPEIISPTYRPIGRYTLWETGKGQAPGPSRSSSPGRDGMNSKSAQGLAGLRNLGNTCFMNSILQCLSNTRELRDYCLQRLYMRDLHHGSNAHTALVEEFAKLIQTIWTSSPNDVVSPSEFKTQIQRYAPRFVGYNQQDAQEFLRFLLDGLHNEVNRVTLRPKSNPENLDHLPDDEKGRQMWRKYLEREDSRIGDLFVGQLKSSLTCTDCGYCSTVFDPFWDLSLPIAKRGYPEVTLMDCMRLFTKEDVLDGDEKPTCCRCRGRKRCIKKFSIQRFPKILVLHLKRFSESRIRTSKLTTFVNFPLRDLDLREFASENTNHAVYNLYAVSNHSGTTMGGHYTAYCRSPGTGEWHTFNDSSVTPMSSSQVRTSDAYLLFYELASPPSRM
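Cell-free coupled assay: 10nM USP2 core preincubated 30min RT with compound in Tris-HCl pH 8.0/CaCl2/CHAPS buffer, then 25nM Ub-CHOP2 and 25nM reporter substrate; fluorescence (Ex 485/Em 531) read after 60min RT, normalized to NEM inhibition, concentration-response curves fitted.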
BRCA1 expr act: activators of BRCA1 expression. MCF7-BRCA1-FFLuc reporter, luminescence, 48 h; response scale: scaled: vehicle 0%, 10 µM genistein 100%. Potency, µM (doses to about 46.1 µM), for the others: at the top dose activation, actives largely listed as activators. hit rate 1.1% among 380,000; note: potency is the fitted concentration of half-maximal effect; nearly all actives have a fitted effect of over 80% in size; some results filed as inactive show a strong effect at the top dose
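MCF7 cells carrying a BRCA1-firefly luciferase reporter (2000 cells/well, phenol-red free MEM) were attached for 2 h at 37 °C, then given compounds for 48 h. Luminescence was read 15 min after luciferase reagent; activity normalized to genistein (10 microM) and DMSO.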
ELG1 genotoxic: induces genotoxicity in HEK293T cells with luciferase-tagged ELG1. HEK293T ELG1-luciferase reporter, luminescence, 16 h. Potency, µM (top dose mostly 46 µM), for the others: at the top dose activity change, positive = activation, most hits filed as activators. hit rate 1.3% among 330,000; note: potency is the fitted concentration of half-maximal effect; % of control where 0% means no effect; nearly all actives have a fitted effect of over 60% in size
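ELG1-luciferase HEK293T cells, 2,000/well; compound pinned in; 16 hr, 37 °C, 5% CO2; ONE-Glo, 30 min RT; luminescence on CCD imager.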
uPA surface inh: cell surface uPA generation inhibition; AID 540303; Potency, µM (titrated, usually from 38.3 µM), without a hit: at the highest dose activity change, negative = inhibition, hits mostly inhibitors; hit rate 0.31% among 330,000; cell surface uPA generation assay, qHTS; active = well fitted inhibition curve with a large enough effect; inconclusive = small, poorly fitted or top-dose-only effect; inactive = no such curve, though single readings can be large or run the other way; tested in mouse RAW 264.7 cells; note: potency is the fitted concentration of half-maximal effect; % is set by controls: 0 for no effect and ±100 for the full control effect; nearly all actives have a fitted effect of over 55% in size
Eya2 inh: Eya2 (human) phosphatase inhibition | O00167 | recombinant Eya2, OMFP fluorescence dephosphorylation (OMFP is methylfluorescein phosphate) | Potency, µM (doses to about 76.9 µM), for inactives: top-dose activity, negative = inhibition, most hits filed as inhibitors | hit rate 0.006% among 330,000 | AID 488837; note: potency is the fitted concentration of half-maximal effect; % is set by controls: 0 for no effect and ±100 for the full control effect
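Eya2 (0.2 uM) preincubated 10 min at ambient with compound, then OMFP substrate added at 50 uM; 10 min reaction in 50 mM HEPES pH 7.5, 50 mM NaCl, 5 uM MgCl2, 0.05% BSA, 1 mM DTT. Fluorescence read at Ex 485/Em 525 nm.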
B2AR arrestin: recruits beta-arrestin to the human beta2-adrenergic receptor; P07550; beta-arrestin recruitment to beta2AR, cell-based reporter; Potency, µM (titrated, usually from 46.1 µM), for inactives: top-dose activation, most hits filed as activators; hit rate 0.02% among 330,000; AID 492947;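 note: potency is the fitted concentration of half-maximal effect; 0% = DMSO controls and full agonism = EC100 isoproterenol or metaproterenol; nearly all actives have a fitted effect of over 65% in size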
Target sequence (P07550 whole entry, looked up): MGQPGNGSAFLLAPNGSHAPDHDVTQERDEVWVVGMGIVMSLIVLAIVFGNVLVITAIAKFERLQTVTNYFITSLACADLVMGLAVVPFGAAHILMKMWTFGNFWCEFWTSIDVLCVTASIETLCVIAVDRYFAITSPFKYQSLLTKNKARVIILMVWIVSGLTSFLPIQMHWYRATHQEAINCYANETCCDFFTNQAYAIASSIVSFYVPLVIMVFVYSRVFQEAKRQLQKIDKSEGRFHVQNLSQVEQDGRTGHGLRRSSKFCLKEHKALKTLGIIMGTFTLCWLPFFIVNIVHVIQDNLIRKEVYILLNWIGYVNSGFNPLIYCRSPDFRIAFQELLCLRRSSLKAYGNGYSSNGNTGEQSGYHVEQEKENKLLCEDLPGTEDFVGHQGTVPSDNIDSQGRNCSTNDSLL
TSG101-PTAP inh: blocks PTAP/TSG101 interaction to inhibit HIV-1 budding; 340,000 tested, under 10 active; Potency, µM (highest dose often 115 µM), without a hit: at the highest dose activity change, negative = inhibition, hits mostly inhibitors; Q99816; AID 493005; Fluorescence polarization, FITC-PTAP peptide / Tsg101 binding; active = well fitted inhibition curve with a large enough effect in the main read-out, with a control signal flat, not every such curve was filed as active; inconclusive = small, poorly fitted or top-dose-only effect, or effect the other way, or a change in a side signal; inactive = no such curve, though single readings can be large or run the other way; note: potency is the fitted concentration of half-maximal effect; % of control where 0% means no effect
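Fluorescence anisotropy tracks displacement of a FITC-tagged PTAP peptide (50 nM) from the Tsg101 binding domain (10 uM), following a 20 min room-temperature incubation at pH 7.5.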
Integrin act MD: integrin-mediated muscular dystrophy alleviation activation. alpha7betagal myoblasts, beta-gal FDG fluorescence, 48 h. Potency, µM (series often up to 38.3 µM), without a hit: top-dose activation, usual class: activators. hit rate 0.064% among 350,000;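 note: potency is the fitted concentration of half-maximal effect; 100% = response of the positive control SU9516; nearly all actives have a fitted effect of over 60% in size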
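Alpha7betagal+/- myoblasts (passage 13) were plated 16-24 hr, then exposed to compounds (1:260 dilution of DMSO stock) for 48 hours at 37C. After MPER lysis, β-galactosidase reporter activity was read as FDG fluorescence (ex 480/em 540) after 30 minutes.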
TRPV1 agonist: activates the human vanilloid receptor TRPV1 | Q8NER1 | TRPV1-expressing cells, Fluo-8 calcium influx, agonist mode | activation, % at 8.33 µM | hit rate 0.19% among 320,000 | AID 540275; in the data active = activation above about 80%; inconclusive = between about 30% and that limit; note: 0% is about no effect
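Fluo-8 calcium influx in TRPV1-expressing cells, kinetic read (ex 480/em 520 nm). Compound added and read 3 min for agonist activity, followed by capsaicin at EC20 final and 2 min further read for enhancement.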
The depositor's hits bear a star; i = inactive; ? = inconclusive; . = no result given; [ ] = another dose, or the depositor's remark. Unless noted, calls come from the whole dose curve; as a rule, active = well fitted curve in the direction sought with a large enough effect; inconclusive = small, poorly fitted or top-dose-only effect, or another doubt; inactive = no such curve, though single readings can be large; an effect the other way counts as inactive or inconclusive. This is a random part of the collection, and some 2.6% of all compounds hit somewhere here.

smiles | p53 reactivation | S-ASM inh | ELG1 genotoxic | Eya2 inh | USP2a inh | TRPV1 agonist | TSG101-PTAP inh | uPA surface inh | Integrin act MD | B2AR arrestin | BRCA1 expr act
COC(=O)c1ccccc1NC(=O)c1ccccc1NS(C)(=O)=O | -3% | 1% | 0% | -13% | 2% | -1 | -5% | 3% | -4% | -0.1% | -22%
COc1ccc(C(=O)NC2CCN(C(=S)Nc3ccc(C)c(C)c3)CC2)cc1 | -9% | 2% | 2% | 5% | 0% | 7 | -9% | 1% | 19% | -3.1% | -31%
Cc1cccc(C)c1NC(=O)CN(C)C(=O)c1ccccc1Sc1ccccc1C#N | 4% | 1% | -1% | -1% | 0% | 6 | -7% | 14% | -46%[inhibitor] | 0.3% | -16%
O=C(NCc1ccncc1)C1CCC(=O)N(CCc2ccc(Cl)cc2)C1 (configuration not stated) | -4% | 2% | -3% | -2% | -1% | 0 | 1% | -1% | 23% | -0.1% | -2%
COc1cccc(CN2CCSCC2)c1OC | -3% | 1% | -3% | -3% | -1% | 1 | -2% | 4% | -7% | 0.2% | 2%
CCOC(=O)C1C(=O)OC2(CCCCC2)C1C(=O)OCC (configuration not stated) | 1% | 6% | 1% | -7% | 1% | 4 | -11% | 0% | 26% | 0.2% | 0%
CCCOc1ccc(C(=O)OCC(=O)c2c(N)n(C)c(=O)n(C)c2=O)cc1OC | -1% | -2% | 2% | ? | 3% | -2 | 2% | -6% | 18% | 0.0% | -8%
Cc1ccc(NC(=O)Cn2cccc2)cc1C | -3% | 2% | -2% | 7% | 0% | . | -7% | . | 7%[7.66 µM] | -0.3% | 0%
Cn1c(=O)c2sccc2n2c(CCCC(=O)NC3CCN(Cc4ccccc4)CC3)nnc12 | 7% | 1% | -6% | 16% | 1% | 1 | 2% | 13% | -9% | 0.3% | 30%
Cc1ccc(CN2CC(C(=O)NCC(=O)Nc3c(C)cccc3C)CC2=O)cc1 (configuration not stated) | 6% | 3% | 2% | 2% | 3% | 2 | -2% | 1% | 4% | -3.1% | 31%
COc1cccc(C2NC(=O)NC(C)=C2C(=O)Nc2ccc(C)cc2)c1 (configuration not stated) | -5% | 6% | -9% | ? | -2% | 5 | -2% | -19% | 9% | 0.3% | 0%
O=C(NCc1ccccc1)c1onc(CS(=O)(=O)c2ccc(Cl)cc2)c1C(=O)NCc1ccccc1 | -2% | 2% | 6% | 11% | 2% | -2 | 1% | -4% | 27% | 0.1% | -13%
N#Cc1cc([N+](=O)[O-])ccc1NC(=O)COC(=O)C1CC2CCCC(C1)C2=O (configuration not stated) | 4% | -4% | 0% | -6% | 2% | -1 | 0% | -7% | 1% | 0.5% | -6%
O=C(NCCc1nc(-c2ccc(F)cc2)no1)c1ccc(F)cc1 | 4% | 5% | -17% | -6% | -2% | -5 | -6% | 2% | 6% | -0.4% | -12%
O=C(NCC(c1ccco1)N1CCCC1)c1cccc(S(=O)(=O)Nc2ccc(Br)cc2)c1 (configuration not stated) | 15% | 16% | -2% | 6% | 0% | 1 | -3% | 0% | -10% | 0.9% | -14%
Cc1cccc(N2CCN(C(=O)c3ccccc3OCc3c(C)noc3C)CC2)c1C | -4% | 0% | -5% | 0% | -1% | ? | -10% | -4% | 25% | -0.2% | -35%
O=C(CCn1nnnc1CN1CCOCC1)N1CCC(c2ccccc2Cl)C1 (configuration not stated) | -10% | 10% | -2% | -1% | 1% | 0 | -2% | -3% | -15% | -0.7% | -8%
c1ccc(-c2cnc(C3CCCCC3)o2)cc1 | . | -2% | . | . | . | . | -11% | 0% | 22% | . | 45%
CC(=O)c1sc2nc(-c3ccc(C)cc3)c3c(c2c1N)CCCC3 | 6% | . | 1% | 0% | 0% | 5 | 0% | 12% | 6% | -0.7% | -50%
C=CCNC(=O)C1(c2ccccc2)CC1(Cl)Cl (configuration not stated) | 5% | 5% | 0% | -13% | -1% | 15 | -2% | 1% | -2% | 0.1% | -13%
COc1ccc(S(=O)(=O)Nc2nnc(CC(C)(C)C)s2)cc1 | 5% | 13% | 0% | 18% | 11% | 0 | -1% | 4% | 0% | -0.1% | -18%
Cc1ccc(-n2c(C)cc(C3=NNC(=NC4CC4)SC3)c2C)cc1C | ? | 0% | ? | 3% | 0% | 4 | 1% | -26% | 0% | 0.0% | ?
CCOc1ccc(NC(=O)C(=O)NCCCn2ccnc2)cc1 | -9% | -3% | -4% | 5% | 2% | -1 | -12% | -3% | 1% | -0.1% | -29%
Cc1ccc(C(=O)N/C(=C\c2ccc(-c3ccc(Br)cc3)o2)C(=O)NC2CCS(=O)(=O)C2)cc1 (configuration not stated) | -18% | 242%[activator] | 6% | -6% | 0% | 4 | -1% | -5% | 2% | -0.3% | -1%

Profiles, looked up by structure:
Entry for Cn1c(=O)c2sccc2n2c(CCCC(=O)NC3CCN(Cc4ccccc4)CC3)nnc12 : p53 reactivation: 7%; S-ASM inh: 1%; ELG1 genotoxic: -6%; Eya2 inh: 16%; USP2a inh: 1%; TRPV1 agonist: 1; TSG101-PTAP inh: 2%; uPA surface inh: 13%; Integrin act MD: -9%; B2AR arrestin: 0.3%; BRCA1 expr act: 30%
Entry for O=C(NCc1ccccc1)c1onc(CS(=O)(=O)c2ccc(Cl)cc2)c1C(=O)NCc1ccccc1 : p53 reactivation: -2%; S-ASM inh: 2%; ELG1 genotoxic: 6%; Eya2 inh: 11%; USP2a inh: 2%; TRPV1 agonist: -2; TSG101-PTAP inh: 1%; uPA surface inh: -4%; Integrin act MD: 27%; B2AR arrestin: 0.1%; BRCA1 expr act: -13%

Carrying on.
smiles | p53 reactivation | S-ASM inh | ELG1 genotoxic | Eya2 inh | USP2a inh | TRPV1 agonist | TSG101-PTAP inh | uPA surface inh | Integrin act MD | B2AR arrestin | BRCA1 expr act
CC(=O)n1cc([C@@H]2C=C(C(=O)N3CCN(Cc4ccc5c(c4)OCO5)CC3)O[C@H](OCc3ccc(CO)cc3)C2)c2ccccc21 | -4% | -7% | -1% | -16% | -1% | -2 | -8% | -22% | -3% | -0.8% | -38%
CC(Sc1nc2ccccc2s1)C(=O)NC1CCCc2ccccc21 (configuration not stated) | 11% | -4% | 4% | -7% | 0% | 17 | 0% | 15% | 18% | -0.3% | -20%
Cc1cc(N2CCN(C)CC2)nc2ccc(NC(=O)c3ccc(Br)o3)cc12 | 12% | 4% | 3% | 6% | -1% | -1 | -8% | -2% | -26% | -0.1% | 24%
COc1ccc(CC(=O)NCC(=O)NCc2cc(=O)n(C)c(=O)n2C)cc1 | 4% | 5% | 4% | -3% | 3% | 3 | -1% | -4% | 0% | 0.1% | -4%
C=CCSc1nc(-c2ccc3c(c2)OCO3)cc(C(F)(F)F)c1C#N | 0% | i | -2% | 3% | 0% | -9 | -2% | 0% | 7% | -0.1% | -43%
O=C(Nc1ccc(NC(=O)c2ccco2)nc1)c1ccccn1 | ? | -1% | ? | 2% | 3% | 7 | -1% | -4% | 2% | 0.0% | -1%
CCc1cc(=O)oc2cc3occ(C)c3cc12 | -3% | 12% | 0% | -1% | -1% | 20 | -2% | 3% | -2% | ? | -1%
Cc1ccc(NC(=O)CC(C)S(=O)(=O)c2ccc3c(c2)NC(=O)CO3)c(Cl)c1 (configuration not stated) | -4% | -1% | -9% | 0% | -2% | 22 | -2% | -3% | -26% | 0.3% | -6%
CC(C)CCNC(=O)CCCC1=NS(=O)(=O)c2ccccc2N1 | 7% | 1% | -2% | 8% | 1% | 2 | -4% | 3% | 7% | 0.1% | -31%
COCCCN(C(=S)NC(=O)c1ccc(Br)cc1)c1c(N)n(Cc2ccccc2)c(=O)[nH]c1=O | 1% | 31%[activator] | -1% | -3% | 1% | -4 | -2% | -2% | -14% | -0.2% | -23%
Cc1ccc(P(=O)(CO)c2ccc(C)cc2)cc1 | -5% | -3% | 0% | -1% | -5% | -4 | -2% | . | 22% | -2.9% | -6%
COc1ccc(C(=O)NCC2CCCCC2)cc1S(=O)(=O)N1CCCC1 | -4% | 0% | 0% | -18% | -2% | 4 | 1% | -6% | ? | 0.2% | -10%

Single values from the list:
Under p53 reactivation, `Cn1c(=O)c2sccc2n2c(CCCC(=O)NC3CCN(Cc4ccccc4)CC3)nnc12` is listed with 7%
Under Eya2 inh, `CCc1cc(=O)oc2cc3occ(C)c3cc12` is listed with -1%
